# PfG6PD inh – PfG6PD enzyme inhibitors, primary screen, biochemical, fluorescence intensity, uHTS; PfGluPho enzyme, NADPH resazurin-diaphorase fluorescence; glucose-6-phosphate dehydrogenase-6-phosphogluconolactonase (Plasmodium falciparum 3D7); inhibition, % at 20 µM; 0.78% of 350,000 active;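 active = inhibition reaching at least a set limit at 20 µM in the primary screen, cut at about 59% in these data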;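 also: 0% = DMSO wells with substrate and 100% = DMSO wells lacking glucose-6-phosphate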
# HKDC1 inhibitor – HKDC1 hexokinase inhibitors, primary screen, biochemical, fluorescence, uHTS; recombinant HKDC1, G6PDH/diaphorase resazurin coupled fluorescence; 0.16% of 340,000 active; Q2TB90; AID 493160, 2011; inhibition, % at 20 µM;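 active = inhibition above about 35% when tested at 20 µM, limit read from the data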;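 also: plate controls were DMSO wells with enzyme for no effect and DMSO wells lacking enzyme for full effect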
#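 System: Recombinant HKDC1 hexokinase | Amount: HKDC1 at 5 µg/mL | Reagent: Glucose with 1 mM ATP | Doses: Single 20 µM dose | Incubation: Reaction time 90 min, room temperature, protected from light | Signal: Coupled resazurin fluorescence, excitation 525 nm, emission 613 nm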
# MPTP inh – mitochondrial permeability transition pore inhibitors, primary screen, biochemical, isolated mouse mitochondria, absorbance. inhibition, % at 10 µM. AID 602449, 2012. Ca2+ swelling absorbance, 30 min. 1.4% of 360,000 active;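 active = inhibition of 50% or more, scaled per plate between neutral and stimulator controls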;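 also: 0% = DMSO wells given calcium and 100% = 1 mM EGTA wells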
# SENP7 block – SENP7 protease inhibitors, primary screen, biochemical, luminescence, uHTS; inhibition, % at 5 µM; 1.5% of 330,000 active; Sentrin-specific protease 7 (Homo sapiens), Q9BQF6; recombinant SENP7, Z-RLRGG-aminoluciferin luminescence, 40 min;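 active = inhibition above about 50% at the single test dose, limit read from the data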;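 also: plate controls were DMSO with enzyme for no effect and no enzyme buffer wells for full effect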
# Target sequence (Q9BQF6 706-1050 limits assumed): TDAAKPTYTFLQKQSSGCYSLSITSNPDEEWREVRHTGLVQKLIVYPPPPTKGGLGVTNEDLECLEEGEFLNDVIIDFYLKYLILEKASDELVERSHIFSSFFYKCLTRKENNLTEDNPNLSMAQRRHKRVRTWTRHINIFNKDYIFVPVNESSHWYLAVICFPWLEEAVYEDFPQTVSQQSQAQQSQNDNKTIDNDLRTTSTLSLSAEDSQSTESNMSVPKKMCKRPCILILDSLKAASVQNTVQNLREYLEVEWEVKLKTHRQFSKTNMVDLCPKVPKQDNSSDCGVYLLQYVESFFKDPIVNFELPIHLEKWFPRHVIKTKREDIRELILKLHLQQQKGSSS
# SENP8 inh – human SENP8 protease inhibitors, primary screen, biochemical, fluorescence, Nedd8 protein substrate, uHTS | recombinant SENP8 | inhibition, % at 20 µM | 0.64% of 360,000 active | AID 602440, 2012; in the data active = inhibition mostly above about 40%, no sharp cut-off; inactive = mostly below about 27%
# Target sequence (Q96LD8 whole entry, looked up): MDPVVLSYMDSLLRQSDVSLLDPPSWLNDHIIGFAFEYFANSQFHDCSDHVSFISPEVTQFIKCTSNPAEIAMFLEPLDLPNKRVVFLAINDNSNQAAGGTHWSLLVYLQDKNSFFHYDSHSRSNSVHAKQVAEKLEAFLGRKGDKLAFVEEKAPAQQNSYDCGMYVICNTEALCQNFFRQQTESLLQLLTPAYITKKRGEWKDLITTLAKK
# SENP6 block – SENP6 protease inhibitors, primary screen, biochemical, luminescence, uHTS; Recombinant SENP6 catalytic domain, aminoluciferin luminescence; AID 2599, 2010; inhibition, % at 10 µM; 1.8% of 330,000 active; Sentrin-specific protease 6 (Homo sapiens), Q9GZR1;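 active = inhibition above about 50% at the single tested dose, limit read from the data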;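 also: plate controls were DMSO wells with enzyme for no effect and DMSO wells lacking enzyme for full effect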
# ATG4B inhibitor – ATG4B protease inhibitors, primary screen, biochemical, fluorescence, uHTS. AID 504462, 2011. ATG4B cleavage of LC3-PLA2, NBD-HPC fluorescence, 1 h. 0.51% of 340,000 active. inhibition, % at 8.33 µM; in the data active = inhibition above about 40%
# NR3A LBD binder – binders of NR3A ligand-binding domain, primary screen, biophysical, differential scanning fluorimetry, uHTS | Glutamate receptor ionotropic, NMDA 3A (GRIN3A) ligand-binding domain | Tm shift relative to glycine control, % at 25 µM | AID 1259313, 2017 | 2.5% of 340,000 active | NR3A LBD differential scanning fluorimetry, Tm shift; 0% = protein alone, 100% = glycine-bound protein;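 active = melting temperature shift of at least 10% of the positive control shift, at one fixed dose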
# * marks the source's active call; other numbers are inactive results; i = inactive; x = not tested or not shown.
no.	NR3A LBD binder	MPTP inh	SENP8 inh	SENP6 block	HKDC1 inhibitor	SENP7 block	ATG4B inhibitor	PfG6PD inh	canonical_smiles
1	-6	3.2	26	-14	4	-2	-16	9	CSc1cccc(NC(=O)CSc2ccc(Cl)cc2)c1
2	1	-0.1	21	-25	-3	4	-7	-4	CC1CCCCN1CCNC(=O)C1CC(=O)N(c2ccc(F)c(Cl)c2)C1 (centres undefined)
3	0	-0.7	8	-22	-11	-5	1	-17	Cc1cc(S(=O)(=O)NCc2cccnc2)ccc1-n1cnnn1
4	0	0.2	8	-1	-2	-1	6	-31	CNc1nc(N)c([N+](=O)[O-])c(N2CCCCCC2)n1
5	-2	-0.8	12	-4	2	5	0	-20	Cc1ccc(-c2nc(CS(=O)(=O)CC(=O)NCCN3CCOCC3)c(C)o2)cc1
6	-2	-2.2	-204	20	0	-4	-6	7	O=C(c1cnn2c(C(F)(F)F)cc(-c3cccs3)nc12)N1CCN(Cc2ccccc2)CC1
7	2	-1.3	12	5	-4	1	6	-10	CN(CCOc1ccccc1)C(=O)C1CCC(=O)N(CCCN2CCCC2=O)C1 (centres undefined)
8	0	-2.3	-52	7	-9	1	9	-9	CC(C)[C@H](NC(=O)OC(C)(C)C)C(=O)N/N=C/c1cccc2nccnc12
9	-1	-0.1	-413	-7	-1	-2	7	-10	NC(=O)C1CCN(C(=O)c2ccc3nc(-c4ccccc4)c(-c4ccccc4)nc3c2)CC1
10	-4	3.9	14	12	-4	0	-14	2	CC(C)(Oc1ccc(Cl)cc1)C(=O)OCC(=O)Nc1ncc(Cl)cc1Cl
11	-1	0.2	-379	2	2	-6	-3	-3	Cc1cc(-c2ccccc2)n2ncc(C#N)c2n1
12	1	0.6	4	5	-3	0	4	-12	CSc1ncccc1C(=O)OCc1c(F)cccc1Cl
13	0	-1.6	0	10	-2	8	-7	-12	O=C(CCC(=O)N1CCN(Cc2ccccc2)CC1)Nc1nnc(C2CCCCC2)s1
14	-2	0.2	29	-23	-5	10	-8	-6	Cc1ccc(OCCC(=O)NNC(=O)c2nn(C)c(=O)c3ccccc23)cc1
15	-3	-0.1	-156	4	5	16	-21	10	CCCC(C)C(=O)Nc1nc(C)c(-c2csc(Nc3cc(OC)ccc3OC)n2)s1 (centres undefined)
16	-3	1.0	18	-9	-3	2	-7	18	Cc1ccc(S(=O)(=O)N(C)c2c(C)ccc(S(=O)(=O)N3CCN(C=O)CC3)c2C)cc1
17	0	0.3	-3	5	-8	6	2	-16	CN(/C=C/C(=C/C=[N+](C)c1ccccc1)OCCCS(=O)(=O)[O-])c1ccccc1
18	-1	-1.9	8	2	-6	-3	-4	3	COc1ccc(NC(=O)CSCC(=O)N(C)CCOc2ccc(Cl)cc2)cc1
19	2	1.3	-327	-22	1	2	-6	1	CC1CCC(=C(C#N)c2nc(-c3cc4ccccc4oc3=O)cs2)CC1 (centres undefined)
20	-3	-1.6	i	-22	4	2	2	-16	COc1cc(OC)cc(-c2c(C#Cc3ccsc3)c3cc(-c4ccccc4OC)ccc3n2C)c1
21	0	0.3	15	-44	1	-3	-7	19	Cc1ccc(SC(C)C(=O)Nc2ncn[nH]2)cc1 (centres undefined)
22	-2	-0.2	14	9	1	9	-3	11	COc1ccc(C(=O)CCN2CCCC(C)C2)cc1 (centres undefined)
23	1	-1.9	9	0	0	3	-2	11	O=C(CN1C(=O)NC2(CCCC2)C1=O)OCc1ccc(F)cc1
24	-2	-0.4	-3	-9	2	-8	-3	7	O=C(/C=C/c1ccc(Cl)cc1)Nc1cc(S(=O)(=O)N2CCOCC2)ccc1N1CCOCC1
25	0	-2.1	41*	-1	-4	10	28	-1	Cc1onc(-c2ccccc2Cl)c1-c1nc(-c2ccccn2)no1
26	0	0.3	-172	0	3	17	2	1	Cc1nc(CN(C)C(=O)CC2C(=O)NCCN2Cc2ccc(F)cc2)cs1 (centres undefined)
27	-1	-2.0	11	-4	-1	-10	-3	7	c1ccc(-n2c3ccccc3c3ccccc32)cc1
28	0	-1.9	9	x	-4	x	x	-13	Cc1cn(CC(=O)N(C)Cc2ccco2)c(=O)[nH]c1=O
29	-1	0.7	33	-2	7	-3	-2	-25	O=C(NCc1ccc(S(=O)(=O)Nc2ccccc2Cl)s1)c1ccccc1
30	-1	-0.2	21	15	3	1	4	11	Cc1ccc2ncccc2c1N
31	-3	1.6	-60	19	12	22	0	20	N#Cc1c(N)n(Cc2ccccc2)c(=O)c2cc([N+](=O)[O-])ccc12
32	-51	-0.6	-140	1	-4	13	1	1	COc1ccc(/C=C/C(=O)O/N=C(\N)c2ccccc2)cc1OC
33	2	1.1	-482	83*	5	67*	-9	16	Cc1ccc(-c2nc3cc(N)ccc3o2)c(C)c1
34	2	-1.0	1	-21	-6	-1	6	-8	CCNC(=O)N(C)C[C@H]1N[C@@](C)(C(=O)OC)[C@H]2C(=O)N(Cc3ccccc3)C(=O)[C@@H]12
35	1	0.7	1	1	-2	1	-2	-3	O=C(NCc1ccccc1)C1CCC(=O)N(CC2CCCCC2)C1 (centres undefined)
36	1	-1.5	-21	-6	-2	5	1	19	CCOC(=O)Nc1ccc2c(c1)nc(CN1CCOCC1)n2C
37	-3	-0.6	4	-4	-2	-4	-2	-5	Cc1ccnc(NC(=O)CNC(=O)Cc2cccc3ccccc23)c1
38	0	0.1	-482	-5	-2	0	-11	-9	COc1ccc(CCNC(=O)COC(=O)c2cc(S(=O)(=O)N3CCCC3)ccc2O)cc1
39	0	2.5	1	8	-1	-3	-9	26	COc1ccc(N(CC(=O)Nc2ccc3c(c2)OCO3)S(=O)(=O)c2ccccc2)cc1OC
40	-1	0.5	19	17	1	7	-1	0	COc1ccc(N2CCN(CC(O)COc3c(OC)cccc3OC)CC2)cc1 (centres undefined)
41	-1	1.5	8	-18	-20	14	7	-10	CCc1cccc(CC)c1N(COC)C(=O)Cn1c(C(C)O)nc2ccccc21 (centres undefined)
42	-1	-5.4	12	-8	-3	1	-15	7	COc1ccc(NC(=S)NCCc2ccc(Cl)cc2)c(OC)c1
43	0	-0.9	6	3	-6	-10	8	-22	COC(=O)c1sccc1NS(=O)(=O)c1ccccc1[N+](=O)[O-]
44	0	-5.8	32	3	-1	5	5	9	Cn1c2c(c(=O)n(C)c1=O)CN(CCN1CCNCC1)CN2
45	1	-1.9	2	7	-7	1	1	-3	COc1ccc(C2C(=O)N(CCc3ccccc3)CC(=O)N2C2CCCCC2)cc1 (centres undefined)
46	1	-2.2	14	-4	-4	4	11	-7	COc1ccccc1NC(=O)C1CCN(C(=O)NCc2ccccc2)CC1
47	-1	8.1	17	-3	-4	-8	-9	4	FC(F)(F)c1cccc(/C=N/NC(=S)NC2CCCCC2)c1
48	-4	1.0	6	-15	5	14	-3	-11	Cc1cccc(NS(=O)(=O)c2cccc(C(=O)NCC(c3ccco3)N3CCCCC3)c2)c1 (centres undefined)
49	-1	-0.3	-136	-15	-2	8	7	10	CCN1C(=NCc2cc(OC)c(OC)c(OC)c2)N[C@@H](c2cccc(C(F)(F)F)c2)C(C(=O)OC)=C1C
50	-8	-0.6	-9	13	10	3	-11	12	Cc1ccc2cc(CN(CCCN3CCOCC3)C(c3nnnn3Cc3ccco3)C(C)C)c(=O)[nH]c2c1C (centres undefined)

# Carrying on.
no.	NR3A LBD binder	MPTP inh	SENP8 inh	SENP6 block	HKDC1 inhibitor	SENP7 block	ATG4B inhibitor	PfG6PD inh	canonical_smiles
51	0	-0.4	1	2	-9	0	-12	-1	Cc1cc(C)n(CCCNC(=O)c2ccc(C)c(S(=O)(=O)N3CCOCC3)c2)n1
52	3	0.3	-6	8	0	7	-4	3	CC1(c2ccc3c(c2)OCCO3)NC(=O)N(CC(=O)Nc2ccccc2SCC#N)C1=O (centres undefined)
53	0	-0.6	7	-3	0	-4	-2	-11	COc1ccc(Cl)cc1S(=O)(=O)n1nnc2ccccc21
54	-2	8.7	-34	-22	3	1	-2	-4	CC1CC(C)CN(c2ncc3c(n2)CC(c2ccc(Cl)cc2)CC3=O)C1 (centres undefined)
55	-2	-1.6	-161	-26	12	-12	-3	7	O=C1CCCC2=C1C(c1cn(-c3ccccc3)nc1-c1cccs1)c1c([nH]c(=O)[nH]c1=O)N2 (centres undefined)
56	-2	-2.3	-459	8	9	5	27	8	c1cncc(-c2nc(N3CCOCC3)c3c4c(sc3n2)CCC4)c1
57	1	-0.3	3	-13	-4	11	6	6	Cc1ccc(N2CC(C(=O)OCC(=O)NNC(=O)c3ccccc3)CC2=O)cc1 (centres undefined)
58	-5	20	-60	-4	-5	-3	-15	11	Cc1ccc(C(=O)N/C(=C\c2ccc(-c3ccc([N+](=O)[O-])cc3)o2)C(=O)NC2CCS(=O)(=O)C2)cc1 (centres undefined)
59	0	-2.6	20	-14	-7	-2	-5	6	O=P(Cc1ccncc1)(c1ccccc1)c1ccccc1
60	0	-2.6	16	-1	-3	9	-1	-6	O=C(O)CC(C(=O)OCCOc1ccccc1)N1CCOCC1 (centres undefined)
